Screening results: PubChem BioAssay, several laboratories
PKA-R2B activ: activators of PKA-R2B holoenzyme, primary screen, biochemical, fluorescence polarization, Cy5-IP20, human; cAMP-dependent protein kinase catalytic subunit beta (Homo sapiens) + cAMP-dependent …; PKA-R2B holoenzyme dissociation; R2B truncated from residue 108, S112A mutant; 0% DMSO only, 100% 113 µM cGMP; activation, % at 11.4 µM; 340,000 tested, 0.079% active;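 active = activation above a cutoff set at the mean over all compounds plus 3 SD, cut at about 18% in these data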;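 note: higher means more holoenzyme dissociation and a rise in polarization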
Target sequence (P31323 whole entry, looked up, other chains not shown, the tested form may be a part): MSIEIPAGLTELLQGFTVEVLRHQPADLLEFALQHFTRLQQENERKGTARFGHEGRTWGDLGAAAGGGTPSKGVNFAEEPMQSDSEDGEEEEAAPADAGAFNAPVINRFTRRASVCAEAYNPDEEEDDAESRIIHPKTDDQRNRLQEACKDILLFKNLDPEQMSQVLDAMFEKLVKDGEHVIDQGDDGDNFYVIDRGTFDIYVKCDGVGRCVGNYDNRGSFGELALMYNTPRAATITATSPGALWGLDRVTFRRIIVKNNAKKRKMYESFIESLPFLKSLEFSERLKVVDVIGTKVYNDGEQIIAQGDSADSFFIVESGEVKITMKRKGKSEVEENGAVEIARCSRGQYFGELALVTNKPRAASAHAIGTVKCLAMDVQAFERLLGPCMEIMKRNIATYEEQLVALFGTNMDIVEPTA
DAGLB inh: DAGLB lipase inhibitors, primary screen, biochemical, fluorescence, HTS; Diacylglycerol lipase-beta (Homo sapiens), Q8NCG7; HEK293T DAGLB membrane lysate, EnzChek fluorogenic substrate; inhibition, % at 5.17 µM; 340,000 tested, 0.059% active; in the data active = inhibition above about 34%;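 note: 0% = enzyme with vehicle and 100% = wells lacking enzyme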
Rtt109 Vps75: inhibitors of C. albicans Rtt109/Vps75 HAT, primary screen, biochemical, ThioGlo CoA-SH fluorescence, plate reader; purified Rtt109/Vps75, 4 h; Histone acetyltransferase RTT109 (Candida albicans (strain SC5314 / ATCC MYA-2876)), …; inhibition, % at 34.9 µM; AID 540336, 2011; 330,000 tested, 0.16% active;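 active = inhibition of at least 50% in every replicate; inconclusive = best replicate reaches 50% inhibition but some replicates fall short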
Target sequence (Q5AAJ8 whole entry, looked up): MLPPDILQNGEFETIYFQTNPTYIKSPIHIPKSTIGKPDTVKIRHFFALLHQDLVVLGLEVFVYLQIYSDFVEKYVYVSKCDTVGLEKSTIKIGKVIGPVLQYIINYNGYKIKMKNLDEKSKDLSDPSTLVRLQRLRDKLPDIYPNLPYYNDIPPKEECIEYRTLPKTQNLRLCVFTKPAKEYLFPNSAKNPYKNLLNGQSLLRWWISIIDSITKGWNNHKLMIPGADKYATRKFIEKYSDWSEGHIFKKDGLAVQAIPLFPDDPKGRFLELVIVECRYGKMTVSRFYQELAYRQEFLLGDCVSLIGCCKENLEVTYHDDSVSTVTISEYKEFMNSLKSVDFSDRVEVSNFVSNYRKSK
Cardiac RTF inh: cardiac RTF calcium sensitivity inhibitors, primary screen, biochemical, IANBD-TnC fluorescence, EC70 calcium | inhibition, % at 7.15 µM | AID 493244, 2011 | 340,000 tested, 0.12% active | Troponin I, cardiac muscle (Homo sapiens) + Troponin T, cardiac muscle (Homo sapiens) + … | IANBD-labeled cardiac RTF, Ca2+ fluorescence;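 active = inhibition above the mean inhibition of all tested compounds plus 3 SD, cut at about 17% in these data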;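 note: assay run at fixed EC70 calcium of 1.6 mM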
CAL PDZ FP-1: CAL PDZ peptide-binding inhibitors, primary screen, biochemical, fluorescence polarization, Cer-tagged CAL PDZ, HTS. Golgi-associated PDZ and coiled-coil motif-containing protein (Homo sapiens), Q9HD26. purified CAL PDZ, TMR-peptide fluorescence polarization, 1 h. inhibition, % at 20 µM. 330,000 tested, 0.02% active. AID 504414, 2011;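 active = highest replicate inhibition of at least 40%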;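 note: plate controls were DMSO neutral control wells for no effect and unlabeled competitor peptide control wells for full effect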
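System: purified tagged CAL PDZ domain construct (CerCALP). Schedule: 1 h incubation at room temperature before polarization reading. Medium: 25 mM sodium phosphate pH 7.4, 150 mM NaCl, TCEP, IgG, Thesit. Read-out: percent inhibition from loss of millipolarization. Measured by: FP readout, S and P plane fluorescence. Probe or stimulus: fluorescent TMR peptide probe.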
C-LANA FP: inhibitors of KSHV C-LANA binding to DNA, primary screen, biochemical, fluorescence polarization, FAM-LBS DNA, MBP-C-LANA, single point | Kaposi's sarcoma herpesvirus LANA C-terminal domain (residues 932-1162) DNA binding | inhibition, % at 9 µM | 340,000 tested, 0.078% active;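 active = highest replicate inhibition at or above 60% at 9 µM, even if other replicates fall short; inactive = all replicates below 60% inhibition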;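 note: 0% = neutral control wells and 100% = 4 µM acridine orange control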
CAL PDZ FP-2: untagged CAL PDZ binding inhibitors, primary screen, biochemical, fluorescence polarization, HTS; purified CAL PDZ, TMR-peptide fluorescence polarization, 1 h; 300,000 tested, 0.92% active; inhibition, % at 24.9 µM; AID 602252, 2012;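 active = mean inhibition of at least 30% with at least half of replicates also reaching 30%; inconclusive = no clear call, values can overlap the other calls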;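 note: 0% = DMSO neutral control and 100% = excess unlabeled competitor peptide PRC23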
RTF Ca sens act: cardiac RTF calcium sensitivity activators, primary screen, biochemical, IANBD-TnC fluorescence, EC20 calcium; activation, % at 7.2 µM; IANBD-labeled TnC RTF fluorescence at EC20 calcium; 0% EC20 calcium, 100% full calcium; 340,000 tested, 0.24% active;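 active = activation above the mean over all tested compounds plus 3 SD, cut at about 30% in these data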;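 note: rise in fluorescence read as greater calcium sensitivity of cardiac thin filaments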
SR-BI DiI-HDL act: activators of SR-BI mediated DiI-HDL uptake, primary screen, ldlA[mSR-BI] CHO cells, DiI fluorescence | 3 h; 100 = double the neutral-control signal | activation, % at 12.5 µM | 320,000 tested, 0.096% active | AID 504775, 2011;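 active = mean replicate activation of at least 60% and every replicate at or above 60%; inconclusive = mean or all-replicate condition met, but not both; inactive = mean below 60% and not all replicates reaching 60%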;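 note: 0% = median plate neutral-control signal and 100% = twice that signal; values of inactives mirror those of a sister screen read the other way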
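system = CHO ldlA[mSR-BI] cells, LDL receptor-null, SR-BI overexpressing | medium = Ham's F12 with 0.5% BSA, HEPES 25 mM, pH 7.4 | probe or stimulus = DiI-HDL 10 µg/mL | compound dosing = single-point compound dose | incubation = compound exposure 3 h, 37 °C | technique = DiI fluorescence, bottom read | read-out = cell-associated DiI fluorescence as measure of HDL uptake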
Keap1-Nrf2 PPI: Keap1-Nrf2 protein-protein interaction inhibitors, primary screen, biochemical, fluorescence polarization, single point. Kelch-like ECH-associated protein 1 (Homo sapiens), Q14145. Keap1 Kelch-Nrf2 peptide fluorescence polarization, 1536-well. inhibition, % at 9.4 µM. 340,000 tested, 0.15% active; in the data active = inhibition above about 12%; inconclusive = no clear call, values can overlap the other calls; inactive = below about 7.3%;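 note: human Keap1 Kelch domain with fluorescein labeled Nrf2 9mer peptide probe; 0% = neutral control wells and 100% = peptide positive control; higher means more block of Keap1 binding to Nrf2 peptide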
The depositor's hits bear a star; ? = inconclusive; · = no result given. The order is random (roughly 1.6% active in at least one column).

SMILES	PKA-R2B activ	DAGLB inh	Rtt109 Vps75	Cardiac RTF inh	CAL PDZ FP-1	C-LANA FP	CAL PDZ FP-2	RTF Ca sens act	SR-BI DiI-HDL act	Keap1-Nrf2 PPI
COc1ccc(NC(=O)CSCC(=O)N2c3ccccc3CCc3ccccc32)cc1	-17	2	5	7	-2.3	-1.0	0	-1	11	4
O=C(NCc1ccc(-c2csnn2)cc1)C1CC1	·	·	3	·	0.9	3.6	·	·	2	-1
CCN(C(=O)COC(=O)[C@H](C)N=C1NS(=O)(=O)c2ccccc21)C1CCS(=O)(=O)C1 (some centres undefined)	-13	0	5	-22	-0.8	-0.1	·	0	5	-4
O=C1CCCC2=C1C(c1ccc(O)cc1)c1c(ccc3ccccc13)N2 (centres undefined)	·	·	-19	·	-1.0	1.3	4	·	4	-2
Cc1ccc(C(=O)OCC(=O)Nc2cc(C(C)(C)C)nn2-c2ccccc2)c(O)c1	-5	-9	3	0	-1.2	0.6	-1	-6	-7	-2
CCOC(=O)c1cnc2ccccc2c1NCCO	-5	-5	13	1	-1.0	-0.2	-2	-7	24	-2
Cc1ccc(-c2nnc3cccc(Cl)n23)cc1	-6	-3	13	-7	-1.7	2.4	-6	-2	22	-3
Cc1nc(SCC(=O)N2CCCCCC2)c2c(=O)n(C)c(=O)n(CC(C)C)c2n1	-8	-3	1	-18	-1.9	0.0	6	2	·	-2
CCC(C)NC(=O)C1CCC(=O)N(c2cc(OC)c(OC)c(OC)c2)C1c1ccc(OC)cc1 (centres undefined)	-10	-1	-15	-9	-1.0	-0.7	5	4	17	-4
Cc1cc(NC(=O)CN2C(=O)NC3(CCCCCC3)C2=O)ccc1Br	2	0	3	1	-0.3	0.2	·	5	-5	-7
Cc1cccc(C)c1NC(=S)N/N=C/c1ccccc1C(=O)O	-2	3	-7	5	0.0	-9.5	-5	-4	4	1
CC(C)(C)n1nnnc1C(c1ccc(F)cc1)N1CCN(Cc2ccc3c(c2)OCO3)CC1 (centres undefined)	-8	1	-5	-5	-0.4	0.8	-2	-6	6	3
CCCCC(Br)C(=O)Nc1ccc(S(=O)(=O)Nc2cc(C)nc(C)n2)cc1 (centres undefined)	11	-2	-2	-7	-3.1	1.0	-2	0	22	-9
Cc1cc(/C=N/NC(=O)c2cccnc2)c(C)n1CC(C)C	-4	1	-3	-4	-7.5	1.1	1	2	-28	-3
O=C(c1cc(-c2ccccn2)nc2c(Cl)cccc12)N1CCN(S(=O)(=O)c2ccccc2)CC1	-13	-4	-2	-13	-2.5	0.3	-3	6	-24	-1
COc1ccccc1OCC(=O)NCCS(=O)(=O)N1CCN(c2ccccc2)CC1	2	0	-2	10	0.5	-0.3	-2	-4	-7	-2
Cc1ccnc(N(C(=O)c2cccs2)C(=O)c2cccs2)c1	-1	-1	7	-29	-1.0	0.8	-2	2	14	-1
CCOC(=O)c1cc(-c2nnc(SCC(=O)Nc3ccc(F)cc3)o2)c(C)nc1C	-6	-1	-12	-6	-1.0	6.0	-1	0	1	-2
CC(C)OC(=O)CCCNc1ccc([N+](=O)[O-])cc1[N+](=O)[O-]	-7	-2	3	9	-2.1	-3.1	-1	-7	-3	0
CC(=O)Nc1ccc(S(=O)(=O)N(C)Cc2cnn(C)c2)cc1	-2	0	-5	1	-2.2	-3.7	1	-3	27	1
C=C(C)CCC(C)N1CCC(n2nccc2NC(=O)CCOc2ccccc2)CC1 (centres undefined)	-4	1	2	-6	-0.6	4.1	-4	0	4	-4
COc1ccccc1CNS(=O)(=O)c1ccc(Cl)s1	8	-2	9	2	-2.4	0.8	-3	-1	-7	-1
COC(=O)COc1ccc(/C=C2/NC(=O)N(CC(=O)OC)C2=O)cc1	9	1	-1	1	-0.7	-0.6	-3	3	-5	0
CCOC(=O)c1cc2c(=Cc3ccc(N(C)C)cc3)c3ccccc3n2[n+]1C	2	-3	5	-3	5.5	-6.3	-9	-5	-8	-5
COc1ccc(N2CCC(CNC(=S)Nc3c(C)cc(C)cc3C)C2)cc1 (centres undefined)	0	2	8	-6	0.7	0.1	6	6	·	-3
O=C(COc1ccc(Cl)cc1)NNC(=O)C(=O)NC1CCCCC1	-5	2	1	2	-0.9	1.3	-1	-3	8	3
CC[C@@H](C)[C@@H]1CN([C@@H](C)CN2CCC[C@H]2CN2C(N)=NC[C@H]2CC(C)C)C(=N)N1CCc1ccc(Cl)c(Cl)c1	-9	1	38	-9	-3.1	-1.6	-1	-3	18	5
CC(Cc1cccnc1)NC(=O)c1cc(COc2c(F)cccc2F)on1 (centres undefined)	-4	2	-2	-13	-1.9	3.0	-3	-1	-1	1
C=CCn1c(SCCC(=O)O)nc2c1c(=O)n(C)c(=O)n2C	6	-2	-10	0	-2.1	-0.2	-3	-2	8	-5
CCC(CC)C(=O)c1c[nH]c(C(=O)NC2CCCCCC2)c1	5	0	4	0	-2.1	-1.9	7	0	-5	-5

Single records, from the list above. Values in the order: PKA-R2B activ, DAGLB inh, Rtt109 Vps75, Cardiac RTF inh, CAL PDZ FP-1, C-LANA FP, CAL PDZ FP-2, RTF Ca sens act, SR-BI DiI-HDL act, Keap1-Nrf2 PPI
`CC(Cc1cccnc1)NC(=O)c1cc(COc2c(F)cccc2F)on1` (centres undefined) is listed with -4, 2, -2, -13, -1.9, 3.0, -3, -1, -1, 1
`CC(=O)Nc1ccc(S(=O)(=O)N(C)Cc2cnn(C)c2)cc1` is listed with -2, 0, -5, 1, -2.2, -3.7, 1, -3, 27, 1
`CC(C)(C)n1nnnc1C(c1ccc(F)cc1)N1CCN(Cc2ccc3c(c2)OCO3)CC1` (centres undefined) is listed with -8, 1, -5, -5, -0.4, 0.8, -2, -6, 6, 3

The list goes on:
SMILES	PKA-R2B activ	DAGLB inh	Rtt109 Vps75	Cardiac RTF inh	CAL PDZ FP-1	C-LANA FP	CAL PDZ FP-2	RTF Ca sens act	SR-BI DiI-HDL act	Keap1-Nrf2 PPI
O=C(NCc1ccco1)Nc1cccc(-c2ccccc2)c1	1	-2	7	-3	1.2	0.0	·	1	-27	-3
CN(C)CCNC(=O)CN1C(=O)CSc2ccc(S(=O)(=O)N3CCCCC3)cc21	15	1	10	-6	0.0	-0.4	-3	1	23	1
COc1cccc(NC(=O)CN(C)C(=O)c2cccc(NS(=O)(=O)c3ccccc3)c2)c1	2	-1	-1	-9	-0.5	8.9	-4	-6	-10	-2
Clc1cccc(C2Nc3cccc4cccc(c34)N2)c1Cl	4	5	0	0	0.7	-1.1	-13	2	-39	2
COc1ccc(NC(=O)C2CCCO2)cc1OC (centres undefined)	8	2	5	-5	-1.0	1.1	-1	5	32	-3
O=C(c1cnc(-c2ccccc2)s1)c1ccc(Cl)cc1Cl	11	-15	-9	-11	0.3	-1.3	-1	4	-18	-3
COc1ccc(C(=O)Cc2ccccc2C(=O)O)cc1	-5	-3	-1	0	-0.7	0.8	-2	-4	27	-6
COc1ccc(Cc2nc3ccc(C(=O)NC(C)c4cnn(C)c4)cc3o2)cc1 (centres undefined)	5	0	4	2	-0.2	1.1	-5	-4	6	-2
CNC(=O)C(=O)Nc1cc2c3c(c1)CCC(=O)N3CCC2	-6	-2	26	-3	-2.4	-1.3	-1	-5	·	3
Cc1cccc(C(=O)Nc2cccc(C(=O)N/N=C/c3ccc4c(c3)OCO4)c2)c1	-4	-2	·	4	-6.8	0.2	-2	-2	-55	0
CCOc1cc(C2NC(=O)c3ccccc3O2)ccc1OC(C)C (centres undefined)	-1	0	0	5	-0.5	1.4	-3	2	-18	4
COc1ccc(/C=C/C(=O)NC(=S)Nc2ccc(S(=O)(=O)Nc3ccc(OC)nn3)cc2)cc1	-14	14	8	12	-1.2	1.9	-6	0	-14	-1
CCC(C)c1ccccc1NC(=S)NC(=O)c1ccco1 (centres undefined)	4	-3	4	-3	-2.9	-1.7	-2	-1	·	-1
COc1ccc(C(=O)Nn2c(CC(C)C)nc3cc(Cl)ccc3c2=O)c(OC)c1	-11	-4	-13	-6	-0.8	-1.8	·	1	-19	-4
COCCn1nnnc1C(c1ccc(OC)cc1OC)N1CCN(c2ccccc2)CC1 (centres undefined)	-2	-2	7	-2	-1.8	-1.4	-5	-2	16	-7
Cc1ccc(S(=O)(=O)N2CCCC(C(=O)N3CCCc4ccccc43)C2)cc1 (centres undefined)	-14	0	-2	3	-2.5	0.8	-2	-1	4	-2
CCOc1ccccc1N1CCN(C(=O)c2cn(CC3CCCCC3)nn2)CC1	1	3	3	-3	-0.3	0.3	-4	2	-3	0
Cc1ccc(S(=O)(=O)Nc2cccc(-c3ccc4nnc(C)n4n3)c2)s1	10	2	-10	-9	-2.9	-1.0	-3	-6	-9	-2
COc1ccc(NC(=O)c2cccnc2Nc2ccccc2)cc1	-10	-4	1	-4	-3.0	-1.3	·	-2	-13	-5
CCCOc1ccc(C2C(=O)N(C3CCCCC3)CC(=O)N2C2CC2)cc1OC (centres undefined)	-4	-2	8	-7	-0.7	0.2	-9	-2	15	-1
O=C(COc1ccccc1Cl)NCCNC(=O)c1cccnc1	-8	0	-1	-16	-1.4	1.2	-4	-2	?	-3
COc1ccc(CCc2nnc(CCC(=O)NCc3cc(C(C)C)no3)o2)cc1	2	1	·	-4	-2.4	-0.5	-1	7	9	1
Cc1nn(CC(=O)N2CCN(S(=O)(=O)c3ccccc3)CC2)c(C)c1[N+](=O)[O-]	-18	-3	-3	-2	-1.6	-0.2	·	-6	15	-3
Cc1c(NC(=O)CN(c2ccccc2)S(=O)(=O)c2ccc(F)cc2)c(=O)n(-c2ccccc2)n1C	1	0	3	-3	-2.4	-0.1	1	-7	37	-5
CC[C@H]1c2[nH]c3ccccc3c2C[C@H]2C(=O)N(c3ccc(F)cc3)C(=O)N21	-10	-6	1	-7	0.5	-0.6	-1	-3	-63	-5
